OX1R FRET antag: antagonists of human orexin 1 receptor (OX1R); inhibition, % at 6.6 µM; 330,000 tested, 1.8% active; AID 485270; OX1R-expressing cells, FRET antagonist read-out; in the data active = inhibition mostly above about 38%, no sharp cut-off; inactive = mostly below about 40%;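 note: 0% = agonist challenge alone and 100% = reference antagonist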
Target sequence (O43613 whole entry, looked up): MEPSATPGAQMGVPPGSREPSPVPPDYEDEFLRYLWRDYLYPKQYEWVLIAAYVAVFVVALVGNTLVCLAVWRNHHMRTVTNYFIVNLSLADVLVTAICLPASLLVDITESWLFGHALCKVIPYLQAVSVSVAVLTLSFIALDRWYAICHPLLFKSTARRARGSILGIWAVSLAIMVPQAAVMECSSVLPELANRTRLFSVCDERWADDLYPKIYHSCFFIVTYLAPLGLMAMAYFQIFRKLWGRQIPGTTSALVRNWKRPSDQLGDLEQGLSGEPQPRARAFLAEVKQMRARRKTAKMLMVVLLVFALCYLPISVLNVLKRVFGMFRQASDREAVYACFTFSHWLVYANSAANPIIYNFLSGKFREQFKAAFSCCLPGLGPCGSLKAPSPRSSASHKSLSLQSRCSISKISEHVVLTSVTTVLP
STK33 kinase inh: inhibitors of human STK33 kinase; Q9BYT3; 320,000 tested, 0.073% active; AID 2661; inhibition, % at 10 µM; purified STK33, MBP phosphorylation, ADP-Glo luminescence;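 active = inhibition at or above 25%, using the most active replicate where run in duplicate; inactive = inhibition below 25%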
Target sequence (Q9BYT3 whole entry, looked up): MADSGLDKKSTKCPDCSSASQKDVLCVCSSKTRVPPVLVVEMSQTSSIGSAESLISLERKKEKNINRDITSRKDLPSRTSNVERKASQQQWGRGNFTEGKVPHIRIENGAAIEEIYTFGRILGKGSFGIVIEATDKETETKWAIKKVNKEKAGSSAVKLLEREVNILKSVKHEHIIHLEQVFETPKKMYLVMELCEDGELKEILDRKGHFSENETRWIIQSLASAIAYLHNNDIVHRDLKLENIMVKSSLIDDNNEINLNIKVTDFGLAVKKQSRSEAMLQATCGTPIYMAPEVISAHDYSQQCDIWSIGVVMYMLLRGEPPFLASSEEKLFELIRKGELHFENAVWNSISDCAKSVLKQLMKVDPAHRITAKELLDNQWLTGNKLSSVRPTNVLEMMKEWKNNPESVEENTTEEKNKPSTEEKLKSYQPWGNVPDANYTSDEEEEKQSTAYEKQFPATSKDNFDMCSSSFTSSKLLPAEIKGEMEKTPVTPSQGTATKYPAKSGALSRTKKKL
* = called active by the depositor; . = not tested or not shown.

Sequence of screens – OX1R FRET antag	STK33 kinase inh
1: N=C1SC(c2ccccc2)C(=O)N1c1ncc(Cc2ccccc2)s1 (stereo unspecified)
  23	2.2
2: O=C(O)Cc1ccc(NC(=O)C2CCCCC2C(=O)O)cc1 (stereo unspecified)
  6	0.6
3: Nc1nc(-c2ccco2)nn1S(=O)(=O)c1ccccc1
  18	-1.7
4: OC1(c2ccc(Br)cc2)CCN(Cc2cccc(Br)c2)CC1
  17	-1.1
5: Cc1cccc(N/N=C(\C#N)S(=O)(=O)C(C)(C)C)c1
  13	-0.9
6: COc1ccc(CCNC(=O)c2cccc3c2C(=O)N(C2CCCCC2)C3)cc1OC
  31	-1.3
7: CC(C)CN1C(=O)C(=O)N(CC(=O)c2ccc3c(c2)OCO3)C1=O
  8	.
8: Cc1cc(C(=O)NC(=S)Nc2ccccc2N2CCOCC2)ccc1[N+](=O)[O-]
  22	-0.1
9: Cc1ccc2cc3c(NC(=O)c4cccnc4)nn(C)c3nc2c1
  35	0.0
10: CC1CCN(C(=O)c2cc(-c3ccc(Cl)c(Cl)c3)on2)CC1
  9	-1.5
11: COc1ccc(S(=O)(=O)N2CCc3ccccc32)cc1C(=O)NC1(C)CCS(=O)(=O)C1 (stereo unspecified)
  3	0.3
12: COc1cccc(CN(C)C(=O)c2ccc3c(=O)n4c(nc3c2)CCC4)c1OC
  2	-0.2
13: CCc1ccccc1-n1nnnc1SCC(=O)Nc1ccc(N2CCN(C)CC2)cc1
  20	-0.2
14: Cc1ccc(NC(=S)Nc2ccc(Br)cc2)cc1
  1	-0.1
15: Cn1nccc1C(=O)Nc1ccn(C23CC4CC(CC(C4)C2)C3)n1
  35	1.3
16: CCCc1nc2ccccc2c(=O)n1CC(=O)c1ccc(OC)cc1
  3	8.6
17: COC(=O)CCN(C1CCCCC1)S(=O)(=O)c1ccc(S(=O)(=O)NC2CCCCC2)cc1
  13	-1.0
18: Cc1ccc2[nH]c3c(N4CCOCC4)ncnc3c2c1
  35	4.8
19: CCC(=O)N1CCc2cc(S(=O)(=O)NCCC(=O)NCc3ccccc3Cl)ccc21
  13	0.4
20: Cc1ccc(Nc2nnc(SC(C)C(=O)Nc3c(C)n(C)n(-c4ccccc4)c3=O)s2)cc1 (stereo unspecified)
  -1	-1.5
21: Cc1ccc(CNC(=O)[C@@H]2CCC(=O)N2Cc2ccco2)cc1
  1	-2.4
22: O=C(CCc1nc2ccccc2[nH]c1=O)OCC(=O)N1CCc2ccccc21
  25	-3.9
23: C=CCNC(=O)CSc1nnc(-c2ccccc2Br)n1-c1cccc(C(F)(F)F)c1
  14	0.2
24: O=C(NCCc1c[nH]c2ccccc12)c1cccc(S(=O)(=O)Nc2ccccc2Cl)c1
  32	1.1
25: CC1=C(C(=O)Nc2cccnc2)C(c2ccccn2)n2nnnc2N1 (stereo unspecified)
  5	1.1
26: CCc1ccc(Nc2cc(C)nc3nc(C)nn23)cc1
  13	-0.5
27: O=C(C1CCC1)N1CCC(c2nc3c(nnn3Cc3c(F)cccc3Cl)c(=O)[nH]2)CC1
  19	-1.2
28: COc1ccc(CCNC(=O)CC(NS(=O)(=O)c2ccc(NC(C)=O)cc2)C(C)C)cc1OC (stereo unspecified)
  26	-1.1
29: CN1CCN(S(=O)(=O)c2cccc(C(=O)Nc3sccc3C#N)c2)CC1
  1	0.6
30: COc1cccc(NC(=O)C2C3C=CC4(O3)C2C(=O)N(CCCN2CCCC(C)C2)C4C(=O)NC2CCCCC2C)c1 (stereo unspecified)
  3	-2.2

Brought forward from above: two entries, followed by the next part.
Sequence of screens – OX1R FRET antag	STK33 kinase inh
29: CN1CCN(S(=O)(=O)c2cccc(C(=O)Nc3sccc3C#N)c2)CC1
  1	0.6
30: COc1cccc(NC(=O)C2C3C=CC4(O3)C2C(=O)N(CCCN2CCCC(C)C2)C4C(=O)NC2CCCCC2C)c1 (stereo unspecified)
  3	-2.2
31: Cc1ccccc1Nc1nc(-c2sc(NC(=O)c3ccco3)nc2C)cs1
  22	2.9
32: Cc1cc(C)nc(NC(=S)Nc2ccccc2)n1
  20	-1.1
33: COc1ccc(N(C)C(=O)c2oc(=O)c3ccccc3c2-c2ccc(C)cc2)c(OC)c1
  20	-0.9
34: O=C1c2ccccc2C(=O)N1CCc1c[nH]c2ccc(O)cc12
  21	-1.8
35: CCOc1cc(C(=O)NCCCNC(=O)c2cc(OCC)c(OCC)c(OCC)c2)cc(OCC)c1OCC
  7	-1.4
36: COc1ccc2c(CC(=O)NNC(=O)c3ccc(O)cc3)coc2c1
  -5	1.4
37: Cc1ccc(-c2nc(CS(=O)CC(=O)N3CCN(c4ncccn4)CC3)c(C)o2)cc1 (stereo unspecified)
  6	1.1
38: O=C(Nc1ccccc1C(=O)NC(Cc1c[nH]c2ccccc12)C(=O)O)c1ccco1 (stereo unspecified)
  65	-2.1
39: O=C1Cc2ccccc2C(=O)N1c1cccc(Cl)c1
  30	-1.8
40: COc1cccc(C(=O)Nc2ccc(N3CCN(Cc4ccccc4)CC3)cc2)c1
  19	-1.8
41: CCc1nc(N[C@@H](Cc2c[nH]c3ccccc23)C(=O)O)c2oc3ccccc3c2n1
  38	2.6
42: COc1ccc(C(=O)NNC(=S)NC(=O)c2ccco2)cc1
  8	-0.7
43: COc1ccc(OC)c(S(=O)(=O)Nc2cccc(-c3ccc(N4CCCCCC4)nn3)c2)c1
  26	0.8
44: COc1ccccc1CNC(=O)c1ccc(CS(=O)(=O)c2ccccc2OC)o1
  6	-1.7
45: CCN(CC(=O)Nc1c(F)cccc1F)C(=O)CSCC(=O)Nc1cc(C)on1
  17	-0.6
46: CCn1c(CNC(=O)c2cccc(C)c2)nnc1SCC(=O)N1CCOCC1
  5	-0.5
47: Cc1csc2nc(O)c(C(=O)NCc3ccc4c(c3)OCO4)c(=O)n12
  18	.
48: CC(C)(C)OC(=O)NC1CCN(S(=O)(=O)c2ccc3c(c2)OCCO3)CC1
  9	.
49: O=C1CCCN1c1ccc(S(=O)(=O)Oc2ccc(Cl)cc2)cc1[N+](=O)[O-]
  27	-1.2
50: C=C1CCN([C@@H](CC(C)C)C(=O)N2CCOCC2)S(=O)(=O)c2ccccc21
  12	-0.7
51: CCc1ccc(CN(C)C(=O)C2CCC(=O)N(Cc3ccccn3)C2)cc1 (stereo unspecified)
  12	.
52: O=C(COc1ccc(Cl)cc1)OCC(=O)N1CCCc2ccccc21
  12	-1.7
53: N#Cc1nc(-c2ccc(F)cc2)oc1N1CCCC1
  17	-0.3
54: CCOC(=O)CCCCC(=O)c1[nH]c(=O)[nH]c1CSc1nnc2c3cc(Br)ccc3n(C)c2n1
  3	-1.2
55: COc1ccc(CCNC(=O)c2c(O)c3c([nH]c2=O)CCCC3)cc1
  9	-1.6
56: c1ccc(Cn2c(SCc3cn4cccnc4n3)nnc2-c2ccco2)cc1
  20	-0.1
57: Cc1c(Cl)cn2c(=O)cc(CN(C)Cc3nc4ccccc4c(=O)[nH]3)nc2c1Cl
  11	1.8
58: CC(C)CCNC(=O)NC(=O)CSc1nnc2ccccn12
  2	0.2
59: CS(=O)(=O)N(CCc1ccccc1)CC(=O)N1CCCCC1
  6	-0.7
60: Cc1nn(Cc2ccc(F)cc2)c(C)c1NC(=O)c1cc2ncc(Br)cn2n1
  5	-0.7
61: O=c1cc(-c2ccccc2)nc(N2CCN(Cc3ccccc3)CC2)[nH]1
  2	1.1
62: CCC(=O)N1CCc2cc(S(=O)(=O)CCC(=O)N3CCCC(C)C3)ccc21 (stereo unspecified)
  7	-0.5
63: COc1cc(-c2nc3n(c(=O)c2C#N)CCS3)cc(OC)c1OC
  11	-1.2
64: Cn1c(-c2cccc([N+](=O)[O-])c2)cnc1NCc1cccc(F)c1
  32	1.7
65: C=CCNC(=O)c1ccc(CN2CCC(Cc3ccccc3)CC2)cc1
  3	-0.8
66: Cc1c(C)c2ccc(OCC(=O)Nc3nccs3)cc2oc1=O
  13	-1.0
67: COc1ccc2oc(=O)c(C(=O)NCc3ccc4c(c3)OCO4)cc2c1
  19	-1.7
68: Cc1c(NC(=O)COC(=O)c2ccc(S(=O)(=O)N3CCOCC3)cc2)c(=O)n(-c2ccccc2)n1C
  4	-1.1
69: COCC(=O)N1CCC(n2nnc3cc(C(F)(F)F)ccc32)CC1
  8	-1.6
70: COc1cc(N)c(Cl)cc1C(=O)OCC(=O)N1c2ccccc2NC(=O)C1(C)C
  14	.
71: CCOC(=O)c1sc(NC(=O)Nc2ccc(Cl)cc2)cc1C
  86*	-1.1
72: Cc1ccc(C(C)C)c(OCC(=O)NNC(=O)C(C(C)C)N2C(=O)c3ccccc3C2=O)c1 (stereo unspecified)
  14	1.3
73: CCc1nc(SCC(=O)NCC2CCCO2)c2oc3ccccc3c2n1 (stereo unspecified)
  31	-2.2
74: Cc1noc(NS(=O)(=O)c2ccc(NC(=O)COc3ccc(Cl)cc3Cl)cc2)c1C
  16	-1.9
75: O=C(CNCc1cccnc1)Nc1cc(C(F)(F)F)ccc1N1CCOCC1
  4	-0.3
76: O=C(Nc1ccc(N2CCOCC2)cc1N1CCOCC1)c1ccc(Cl)cc1
  7	-1.2
77: O=C(Nc1cccc(S(=O)(=O)N2CCOCC2)c1)c1ccc2c(=O)n3c(nc2c1)CCCCC3
  14	-1.0
78: C=CCOc1ccc(/C=C2/C(=O)ON=C2C)cc1OCC
  -4	-2.6
79: Cc1ccc(-c2nc3ncccc3n2O)cc1
  -1	1.7
80: CCCCc1cc(=O)oc2c(C)c(OCC(=O)N3CCC(C(N)=O)CC3)ccc12
  -3	-4.2
81: O=C(c1ccco1)N1CCN(c2ncccn2)CC1
  -6	1.0
82: CCc1nnc(NC(=O)CCC(=O)NCC2CCCO2)s1 (stereo unspecified)
  16	-0.7
83: CC(Oc1ccccc1)C(=O)OCC(=O)N1CC(=O)Nc2ccccc21 (stereo unspecified)
  11	-0.5
84: Cc1ccc(S(=O)(=O)/N=C(/c2ccccc2)N(C)c2ccc(O)cc2)cc1
  8	-1.0
85: COc1ccc(/C=C2\SC(=S)N(CCC(=O)Nc3cccc(O)c3)C2=O)cc1OC
  8	-1.5
86: CC1(C(=O)NCc2cccnc2)CCC(=O)N1Cc1cccs1 (stereo unspecified)
  0	-1.0
87: C1=C(c2sc3ccccc3c2-c2ccc(OCCN3CCOCC3)cc2)CCCC1
  2	-0.4
88: CCOC(=O)N1CCN(c2c(N3CCc4ccccc4C3)c(=O)c2=O)CC1
  4	-0.8
89: Cc1ccc(CNc2nc3c([nH]2)c(=O)n(C)c(=O)n3C)cc1
  6	-1.1
90: O=C(COC(=O)C1CC2CCCC(C1)C2=O)Nc1ccc(Cl)cn1 (stereo unspecified)
  -2	.

Record cards, as listed above. Order of values: OX1R FRET antag | STK33 kinase inh
COc1ccc(CCNC(=O)c2cccc3c2C(=O)N(C2CCCCC2)C3)cc1OC is entered as 31 | -1.3
COc1ccc(OC)c(S(=O)(=O)Nc2cccc(-c3ccc(N4CCCCCC4)nn3)c2)c1 is entered as 26 | 0.8
Cc1ccc(NC(=S)Nc2ccc(Br)cc2)cc1 is entered as 1 | -0.1

An excerpt of these results, with values ahead of the structure:
no.	OX1R FRET antag	STK33 kinase inh	smiles
65	3	-0.8	C=CCNC(=O)c1ccc(CN2CCC(Cc3ccccc3)CC2)cc1
66	13	-1.0	Cc1c(C)c2ccc(OCC(=O)Nc3nccs3)cc2oc1=O

Next section.
Sequence of screens – OX1R FRET antag	STK33 kinase inh
91: CC(C)[C@H](NC(=O)c1ccc(Cl)cc1)C(=O)OCC(=O)N1CCN(c2ccccc2)CC1
  5	0.6
92: COc1ccc(OC)c(-n2c(C)nc3cc(C(=O)O)ccc32)c1
  39	-0.6
93: C=C(C)C1CC=C(C)/C(=N\NC(=O)CNc2ccccc2OC)C1 (stereo unspecified)
  5	0.7
94: CCS(=O)(=O)n1nc(-c2ccc(Cl)cc2)nc1SC
  15	0.5
95: O=C(CCc1ccccc1)C(=O)N1CCCC(C(=O)c2cccc(Cl)c2)C1 (stereo unspecified)
  21	-1.3
96: Cc1cccc(/C=C2\CCC(C3CCCC3)C2=O)c1 (stereo unspecified)
  12	0.0
97: COc1cccc2[nH]c(C(=O)NCC3CCCO3)cc12 (stereo unspecified)
  5	-0.4
98: O=C(Cn1c(SCc2ccccc2)nc2ccccc21)N1CCOCC1
  5	-0.3
99: CCOC(=O)c1ccc(N/C(=N\S(=O)(=O)c2ccccc2C)c2ccccc2)cc1
  6	-2.9
100: O=C(NCC1CC1)c1ccccc1Cl
  -11	-2.1
101: COc1ccc(C)cc1NC(=O)c1nn(-c2ccccc2)cc1OC
  48*	-0.8
102: O=C(N/N=C/c1cccc(OC(=O)c2ccc([N+](=O)[O-])cc2)c1)c1cccnc1
  11	-0.8
103: C=C1C(C(=O)Nc2ccc(F)cc2)C1C(=O)Nc1ccc(F)cc1 (stereo unspecified)
  17	-0.8
104: Fc1cccc(Cl)c1CSc1nnc(CNc2ccccc2)o1
  6	-2.5
105: C=CCN1C(=O)S/C(=C/c2ccc(Sc3nc4ccccc4[nH]3)o2)C1=O
  41	-0.9
106: Cc1noc(NS(=O)(=O)c2ccc(NC(=O)CCC3CCCC3)cc2)c1C
  11	0.7
107: CN(C(=O)c1ccc2c(=O)n3c(nc2c1)CCCCC3)c1ccccc1F
  14	0.5
108: O=S(=O)(Nc1ccc(S(=O)(=O)N2CCCC2)cc1)c1ccccc1Br
  3	-1.3
109: N=c1c(C(=O)NCc2ccc(F)cc2)cc2c(=O)n3ccccc3nc2n1Cc1ccco1
  47	-1.0
110: Cc1cc(C)c(NC(=O)C2CCCN2CCC(C)C)c(C)c1 (stereo unspecified)
  10	0.1
111: NC(=O)C(Cc1ccccc1)NC(=O)C12CC3CC(CC(C3)C1)C2 (stereo unspecified)
  -1	-1.0
112: COc1cccc(CNC(=O)C2(C)Oc3ccccc3NC2=O)c1 (stereo unspecified)
  16	0.0
113: COc1ccc(S(=O)(=O)NC2CC3CCC2C3)cc1Cl (stereo unspecified)
  3	0.0
114: C/C(=N\NS(=O)(=O)c1ccc([N+](=O)[O-])cc1)c1ccc2c(c1)OCO2
  .	-0.7
115: C/C(CC(=O)N(C(C)C)C(C)C)=N\NC(=O)COc1ccc(Cl)cc1Cl
  12	-0.5
116: COc1ccc2nc(SCC(=O)Nc3nccs3)[nH]c2c1
  10	0.9
117: O=C(O)CSC1c2ccccc2C(=O)N1Cc1ccccc1 (stereo unspecified)
  25	0.7

From PubChem
